From PubChem
Rin1-Abl PPI inh = human Rin1-Abl interaction inhibition; AID 588664; inhibition, % at 7.35 µM; 0.4% of 360,000 active; TR-FRET Rin1/Abl binding, biochemical; in the data active = inhibition above about 5%, passing the limit was not always enough
Target sequence (P00519 whole entry, looked up): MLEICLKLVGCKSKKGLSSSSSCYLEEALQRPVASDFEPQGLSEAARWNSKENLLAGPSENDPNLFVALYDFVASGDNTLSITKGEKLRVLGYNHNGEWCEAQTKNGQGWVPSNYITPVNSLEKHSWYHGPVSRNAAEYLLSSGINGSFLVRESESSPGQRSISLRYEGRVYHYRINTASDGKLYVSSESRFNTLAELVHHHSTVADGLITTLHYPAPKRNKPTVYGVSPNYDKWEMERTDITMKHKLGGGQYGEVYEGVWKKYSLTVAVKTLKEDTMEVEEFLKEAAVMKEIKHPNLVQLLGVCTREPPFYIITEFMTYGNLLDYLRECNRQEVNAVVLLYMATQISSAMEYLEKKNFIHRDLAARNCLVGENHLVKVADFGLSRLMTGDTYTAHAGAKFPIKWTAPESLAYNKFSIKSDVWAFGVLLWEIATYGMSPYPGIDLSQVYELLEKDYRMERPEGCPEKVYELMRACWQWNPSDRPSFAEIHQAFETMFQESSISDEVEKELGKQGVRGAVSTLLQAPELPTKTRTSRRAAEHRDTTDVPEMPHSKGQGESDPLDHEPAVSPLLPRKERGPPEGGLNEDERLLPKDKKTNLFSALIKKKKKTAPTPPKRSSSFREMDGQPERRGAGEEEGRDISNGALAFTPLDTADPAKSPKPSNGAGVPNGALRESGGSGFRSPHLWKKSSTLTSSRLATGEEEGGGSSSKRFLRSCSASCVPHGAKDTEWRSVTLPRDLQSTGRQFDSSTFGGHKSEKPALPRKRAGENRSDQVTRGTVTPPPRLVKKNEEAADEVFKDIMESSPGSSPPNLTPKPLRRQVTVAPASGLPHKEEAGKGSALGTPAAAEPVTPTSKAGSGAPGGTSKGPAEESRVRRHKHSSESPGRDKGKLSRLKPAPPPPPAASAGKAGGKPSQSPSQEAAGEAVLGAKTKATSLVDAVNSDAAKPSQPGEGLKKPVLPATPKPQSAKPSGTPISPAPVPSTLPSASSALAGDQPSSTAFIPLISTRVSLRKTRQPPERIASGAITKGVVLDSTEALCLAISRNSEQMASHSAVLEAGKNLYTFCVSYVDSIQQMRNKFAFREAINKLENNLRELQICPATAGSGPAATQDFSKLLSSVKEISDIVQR
Target sequence (Q13671 whole entry, looked up): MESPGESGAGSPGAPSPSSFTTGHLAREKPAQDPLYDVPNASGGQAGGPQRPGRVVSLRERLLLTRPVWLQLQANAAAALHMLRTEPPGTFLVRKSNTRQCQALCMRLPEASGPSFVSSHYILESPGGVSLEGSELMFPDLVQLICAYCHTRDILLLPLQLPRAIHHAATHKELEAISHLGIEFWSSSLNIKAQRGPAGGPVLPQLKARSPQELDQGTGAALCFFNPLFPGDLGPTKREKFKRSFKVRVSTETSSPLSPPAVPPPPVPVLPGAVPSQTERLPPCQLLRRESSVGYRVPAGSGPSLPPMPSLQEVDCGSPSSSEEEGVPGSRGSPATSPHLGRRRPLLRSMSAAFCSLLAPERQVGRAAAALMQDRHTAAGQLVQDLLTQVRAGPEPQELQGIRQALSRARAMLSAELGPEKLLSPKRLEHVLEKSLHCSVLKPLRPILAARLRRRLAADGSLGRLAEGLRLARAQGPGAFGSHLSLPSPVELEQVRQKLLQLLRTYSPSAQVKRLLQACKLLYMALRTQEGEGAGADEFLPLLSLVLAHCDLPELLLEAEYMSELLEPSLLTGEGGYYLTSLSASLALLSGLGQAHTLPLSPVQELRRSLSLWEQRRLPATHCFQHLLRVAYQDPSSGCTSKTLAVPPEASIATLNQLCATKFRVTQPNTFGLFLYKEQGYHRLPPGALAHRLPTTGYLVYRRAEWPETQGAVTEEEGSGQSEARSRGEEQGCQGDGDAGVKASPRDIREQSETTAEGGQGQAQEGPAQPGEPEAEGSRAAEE
Neddyl block = blocks human cullin neddylation; P61081+Q13564; TR-FRET cullin neddylation, biochemical; calls only at 25 µM; 0.58% of 360,000 active; AID 651699; in the data active = inhibition above about 36%
Rpn11 block = Rpn11 (human) deubiquitinase inhibition. O00487. human 26S proteasome, Ub4-pepOG fluorescence polarization; 20S core pre-blocked with epoxomicin. calls only at 20 µM. 0.59% of 360,000 active;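 active = inhibition at 20 µM, scaled to each plate's controls, above about 33%, limit read from the data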
MT1-MMP act inh = blocks activation of human MT1-MMP | P50281 | HT1080 RFP-PRO-GFP cells, GFP/RFP ratio fluorescence, overnight; percent of plate control window, DMSO zero | GFP/RFP ratio change, % at 20 µM | 0.061% of 360,000 active;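 active = GFP/RFP ratio change of at least 30% with cell ATP level not reduced by more than half and red fluorescence within 50% of control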; note: strong numbers were not always called active
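system = RFP-PRO-GFP reporter HT1080 cells | dosing = 20 µM single dose, 1% DMSO | timing = overnight cell settling, then overnight compound exposure, 37 °C, 5% CO2 | read-out basis = GFP/RFP fluorescence ratio | controls = DMSO and RFP-L50D-GFP cell wells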
MLLE-PAM2 inh = blocks PAM2 peptide binding to the PABP1 MLLE domain; P11940; GST-MLLE / FITC-PAM2 fluorescence polarization; inhibition, % at 20 µM; 0.36% of 360,000 active; AID 588489; in the data active = inhibition above about 35%, passing the limit was not always enough;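 note: plate controls were DMSO wells with GST-MLLE for no effect and wells lacking GST-MLLE protein for full effect; some results filed as inactive read as strong as hits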
SKN-1 inh = blocks SKN-1 activity in C. elegans; C. elegans VP596 Pgst-4::GFP/RFP ratio, acrylamide-induced, 24 h; inhibition, % at 21.8 µM; 0.49% of 360,000 active;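 active = interference check ratio from 0.5 to 1.5 plus GFP to RFP signal ratio inhibition reaching or exceeding a fixed threshold, cut at about 30% in these data, passing the limit was not always enough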; note: some compounds called inactive have numbers as strong as hits
CSN deneddyl inh = blocks human CSN-mediated cullin deneddylation; Q92905; Purified CSN, SCF-Nedd8-OG deneddylation, fluorescence polarization; inhibition, % at 12.5 µM; 0.38% of 360,000 active; AID 651999;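 active = pattern-corrected inhibition above about 35%, with an unprinted fluorescence ratio check between 0.5 and 1.5, limit read from the data, passing the limit was not always enough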;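 note: 0% = enzyme with substrate and 100% = substrate without enzyme; some results filed as inactive read as strong as hits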
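Test system: purified human Csn5 enzyme expressed in HEK293T cells. Amount: 0.24 nM enzyme. Reagent: SCFSkp2-Nedd8OG substrate at 10 nM final. Schedule: 90 min incubation of compound, enzyme and substrate at room temperature. Detection: fluorescence polarization. Read-out: % inhibition of substrate cleavage by Csn5.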
FAS TE block = inhibitors of human fatty acid synthase thioesterase domain. AID 602261. recombinant FAS-TE, OMFH fluorogenic substrate, fluorescence endpoint. 0.67% of 360,000 active. inhibition, % at 15 µM;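 active = compounds whose normalised, plate-corrected inhibition of enzyme fluorescence in the single-dose primary screen is 50% or more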;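 note: 0% = DMSO with enzyme and 100% = substrate without enzyme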
NadD block = inhibitors of Staphylococcus aureus NadD; AID 602399; purified NadD enzyme, colorimetric absorbance read-out; 0.78% of 360,000 active; inhibition, % at 20 µM; in the data active = inhibition above about 26%; note: some compounds past the cut are filed as inactive
* marks the source's active call; other numbers are inactive results; i = inactive; · = not tested or not shown; + = active, no number.

compound	Rin1-Abl PPI inh	Neddyl block	Rpn11 block	MT1-MMP act inh	MLLE-PAM2 inh	SKN-1 inh	CSN deneddyl inh	FAS TE block	NadD block
COCC(=O)N/N=C(\C)CC(=O)Nc1ccccc1C(N)=O	0	i	i	-1	7	-2	-1	-5	0
CCN1C(=O)[C@H]2[C@@H](c3ccc(OC)cc3)N3C(=O)CN(Cc4ccccc4)C(=O)[C@@]3(Cc3ccccc3)[C@H]2C1=O	0	i	i	0	-6	16	1	-2	2
Cc1nc2c(C)cccn2c(=O)c1NC(=O)COc1ccccc1	-2	i	i	2	-4	0	-8	-3	0
Cc1noc(NS(=O)(=O)c2ccc(NC(=O)C34CC5CC(C3)CC(n3cnc(Cl)n3)(C5)C4)cc2)c1C	-1	i	i	2	-3	1	-5	-4	3
CC(=O)c1nnn(-c2ccc([N+](=O)[O-])cc2C)c1C	-3	i	i	1	-7	-2	-7	-6	-5
CCOC(=O)c1[nH]c2ccc(OC)cc2c1NC(=O)c1ccccc1C(=O)O	-1	+	i	2	-2	-12	2	0	-1
Cc1cc(C)cc(NC(=O)CN2CCN(c3ncccn3)CC2)c1	-2	i	i	-7	-5	-5	8	-3	-7
CC(=O)Nc1cccc(NC(=O)Cc2ccc3ccccc3c2)c1	-1	i	i	1	-3	1	2	1	6
O=C(NC1CCCCC1)C1CCC(=O)N(C2CC2)C1 (stereo unspecified)	2	i	i	1	1	7	-3	-5	-3
O=C(Cc1ccccc1)Nc1ccccc1C(=O)N1CCN(c2ccccc2)CC1	1	i	i	-2	3	8	-2	2	-5
CN1C(=O)NC2(O)C(=O)c3ccccc3C12O (stereo unspecified)	2	i	i	-4	-7	9	1	-9	0
Cc1cccc(NC(=O)C(=O)NCCc2c[nH]c3ccccc23)c1C	-4	i	i	6	5	-16	-1	6	-8
O=C(CN1CCN(C(=O)N2CCCCC2)CC1)Nc1ccc(F)cc1	-1	i	i	6	-2	11	2	-9	3
O=C(Cn1ccc(C(F)(F)F)n1)N/N=C/c1ccc2c(c1)OCO2	-2	i	i	-3	-2	-7	-10	-2	1
COCC(=O)NCCc1ccc(S(N)(=O)=O)cc1	4	i	i	-6	3	4	7	-1	6
CCC(Cc1ccccc1)NC(=O)CCc1ccccc1 (stereo unspecified)	1	i	i	-7	0	-2	-2	-9	-8
CC(=O)N(CCC1(c2ccc(C)cc2)CCOC(C(C)C)C1)Cc1ccco1 (stereo unspecified)	-2	i	i	-6	1	12	-5	13	-7
Cc1cc(C(=O)C(=O)N(C)C)c(C)n1-c1ccc(Cl)cc1	0	i	i	1	-1	11	0	-8	-3
COC(=O)C1=C(O)/C(=C\c2ccc(CNS(=O)(=O)c3ccccc3)o2)N=C1C	6.0*	i	i	-15	9	16	27	-9	5
CC(C)COc1cccc(-c2cc(C(=O)Nc3ccon3)c3ccccc3n2)c1	1	i	i	-2	8	1	-4	25	8

The list goes on; it opens with the three that closed the last part.
compound	Rin1-Abl PPI inh	Neddyl block	Rpn11 block	MT1-MMP act inh	MLLE-PAM2 inh	SKN-1 inh	CSN deneddyl inh	FAS TE block	NadD block
Cc1cc(C(=O)C(=O)N(C)C)c(C)n1-c1ccc(Cl)cc1	0	i	i	1	-1	11	0	-8	-3
COC(=O)C1=C(O)/C(=C\c2ccc(CNS(=O)(=O)c3ccccc3)o2)N=C1C	6.0*	i	i	-15	9	16	27	-9	5
CC(C)COc1cccc(-c2cc(C(=O)Nc3ccon3)c3ccccc3n2)c1	1	i	i	-2	8	1	-4	25	8
CN(C)C=Nc1c(C(=O)c2ccccc2)sc2nccc(N(C)C)c12	-4	i	i	-16	-1	4	1	0	-5
CCOC(=O)N1CCN(C(=O)C(CC)n2nc(C)c3sc4ccccc4c3c2=O)CC1 (stereo unspecified)	1	i	i	-5	4	-7	3	-4	6
Cc1c(NC(=O)c2cccc(NC(=O)COc3cccc(Br)c3)c2)c(=O)n(-c2ccccc2)n1C	1	i	i	5	14	8	-2	-7	10
Cc1nc2ccc(NC(=O)C(F)(F)F)cc2o1	-1	i	i	-1	2	2	6	-7	-4
Cc1cccc(C(=O)OC(C)CN2C(C)CCCC2C)c1 (stereo unspecified)	5	i	i	-3	-5	1	-4	-4	-4
CC(C)Cn1c(=O)c2sccc2n2c(CCCC(=O)N3CCC(N4CCCCC4)CC3)nnc12	0	i	i	3	8	20	-1	-3	-2
Cc1c(C(=O)NCc2ccc3c(c2)OCO3)oc2ccc(S(=O)(=O)N3CCC(C)CC3)cc12	2	i	i	1	-6	8	2	43	13
O=C(CN(c1ccccc1F)S(=O)(=O)c1ccccc1)Nc1ccccc1C(=O)N1CCOCC1	2	i	i	1	17	-3	1	-2	2
O=C(O)c1cccc(NC(=O)c2cc(NC(=O)c3ccccc3)cc(NC(=O)c3ccccc3)c2)c1	2	i	i	1	-6	5	2	0	5
c1ccc2c(c1)oc1c(Nc3ccc4c(c3)OCO4)ncnc12	2	·	i	0	-3	8	-4	-6	-11
Cc1c(Cl)cccc1NC(=O)c1cc(-c2ccccc2O)n[nH]1	-2	i	i	2	-1	-16	-2	1	-29
CCOCCOC(=O)c1ccc(NC(=O)C2COc3ccccc3O2)cc1 (stereo unspecified)	0	i	i	2	-8	-9	-2	9	6
CC[C@]12c3[nH]c4ccc(OC)cc4c3CCN1C(=O)C(CC(=O)NCCCOC)C[C@@H]2C(=O)N1CCN(C(=O)c2ccco2)CC1 (stereo partly specified)	4	i	i	-2	3	7	12	-9	-2
C=CCNC(=O)COc1ccccc1C#N	0	i	i	-2	-16	7	-4	-4	4
C=C(C)c1cccc(C(C)(C)NC(=O)NCCCn2ccnc2)c1	4	i	i	3	7	13	-1	-9	2
CC(=O)c1ccc(OCC(O)CN2CCN(Cc3ccccc3)CC2)cc1 (stereo unspecified)	-3	i	i	-2	4	2	-2	-8	-1
COCCNC(=O)C(c1ccc(C)o1)N(C(=O)c1snc(C(N)=O)c1N)c1cccc(C)c1 (stereo unspecified)	2	+	i	1	8	2	3	-4	0
CCCOc1ccccc1-c1nc(SCCC(=O)O)n[nH]1	0	i	i	-1	18	1	4	-5	4
COc1ccc(C(=O)O)cc1S(=O)(=O)NCCCN1CCCC1=O	-1	i	i	-4	-5	-18	0	-7	1
COc1cccc(/C=N/NC(=O)CCCC(=O)Nc2ccc(Br)cc2)c1	-2	i	i	3	18	3	4	-4	-1
O=C(c1cc(-c2ccco2)nn1-c1cccc(Cl)c1)N1CCCCC1	-1	i	i	-2	10	3	0	6	27
NCCCC(=O)O	-2	i	i	4	-4	-6	-3	0	2
O=C1NC2(CCCC2)C(=O)N1CC(=O)N(Cc1ccccc1)c1ccccc1	3	i	i	3	-19	2	-1	-4	-6
CC(C)(C)C(=O)N(Cc1ccc(Cl)cc1)Cc1cccnc1	1	i	i	-2	-23	0	-2	1	-7
O=S(=O)(NCCC1=CCCCC1)c1ccccc1Br	1	i	i	5	27	5	-2	11	-9
CN(c1cc2c(c3c1ccn3C)C1CCC2O1)C1CCCCC1 (stereo unspecified)	-2	i	i	3	22	-3	-1	3	0
O=C(Cc1ccc(Cl)cc1)Oc1cccc2cccnc12	6	i	i	4	8	-5	-4	-5	3
Cc1nc2ccccc2c(=O)n1/N=C/c1ccccc1O	2	i	i	4	-2	-3	0	-3	-1
CCOC(=O)CCCc1ccc(/C(C)=N/NC(N)=S)cc1	1	i	i	-3	-18	-5	1	2	0
COc1cc(/C=N/NC(=O)CNC(=O)c2ccc3c(c2)OCCO3)ccc1O	2	i	i	-1	3	-7	-1	-8	-4
Cc1cc(NC(=O)C(C)SCC(=O)N(C)CC(=O)Nc2ccccc2C(F)(F)F)no1 (stereo unspecified)	2	i	i	2	9	-8	-1	-10	5
COC(=O)C[C@H]1c2cc(C(F)(F)F)ccc2S(=O)(=O)N1Cc1ccccc1	-2	i	i	3	7	-4	-3	12	-5
Cc1ccccc1C(=O)OCC(=O)Nc1cccc(S(=O)(=O)N2CCCCC2)c1	5	i	i	4	-2	-6	-1	18	-7
NC(=O)CC(NC(=O)Cc1ccc(Br)cc1)c1ccc(NCc2cc(F)ccc2F)c([N+](=O)[O-])c1 (stereo unspecified)	2	i	i	6	-18	-2	102	8	-2
COc1cc(OC)cc(C(=O)NCC(=O)Nc2ccc(OC)c(Cl)c2)c1	3	i	i	-5	5	-1	4	6	-2
Cc1csc(=O)n1CCC(=O)OCc1nnc(-c2ccc(Cl)cc2)o1	0	i	i	0	20	-6	4	0	4
O=C(Nc1nccs1)c1ccc(Br)o1	2	i	i	-2	-47	17	5	-6	6
COc1cccc(C2CC(c3ccccc3OC)n3nc(N)nc3N2)c1 (stereo unspecified)	-1	i	i	1	7	-19	-6	-3	-4
Cc1ccc(NC(=O)COC(=O)c2ccc(OCc3c(C)noc3C)cc2)cc1S(=O)(=O)N1CCOCC1	1	i	i	-3	2	7	-10	-14	7
O=C(NC(=S)NC1CCCCCCCCCCC1)c1cccnc1	-1	i	i	0	23	-11	-1	7	2
Oc1ccccc1-c1cncn1Cc1ccccc1	0	i	i	-2	4	4	-2	-4	-9
O=S(=O)(c1cccc(-c2n[nH]c(=S)n2-c2ccc(OC(F)(F)F)cc2)c1)N1CCOCC1	0	i	i	5	-12	10	-1	-6	13
OC[C@@H]1CN(Cc2ccccc2)C[C@H](n2cnc3c(N4CCN(c5ccccc5)CC4)ncnc32)O1	1	i	i	-2	0	-8	4	-2	-6
Cc1ccc(CN2CCN(Cc3cccn3-c3nccs3)CC2CCO)cc1 (stereo unspecified)	-1	i	i	4	1	-8	-1	-3	-3
COc1ccc(N2C(=O)C3CCCN3C2c2cc(OC)c(OC)c(OC)c2)cc1 (stereo unspecified)	-2	i	i	3	-1	9	3	-6	2
Cc1oc2ccc(NS(=O)(=O)c3ccccc3)cc2c1C(=O)Nc1ccccc1	2	i	i	-1	-14	2	-1	22	3
Cc1ccc(/C=N/Nc2nncn2N)cc1	-2	i	i	12	8	1	4	-4	2
Cc1cccc(NC(=S)N/N=C/c2ccc3c(c2)OCO3)c1	-4	i	i	0	27	0	-12	22	0
Cc1ccc2c(c1)N(CCC(=O)NCCN1CCOCC1)C(=O)CO2	-2	i	i	2	-10	6	1	-7	5
CCN(c1ccccc1)S(=O)(=O)c1ccc(Cl)c(C(=O)Nc2ccncc2)c1	-3	i	i	1	3	4	1	3	-3
CCOc1ccc(S(=O)(=O)Nc2ccc(O)c(Sc3ncn[nH]3)c2)cc1	0	i	i	-3	4	18	1	-39	6
CCOC(=O)C1CCN(C(=O)c2cc3c(-c4ccc(OC)c(OC)c4)nn(C)c3s2)CC1	-2	·	i	5	4	-2	-4	2	-6
O=C(COC(=O)c1cc(Cl)ccc1O)Nc1cc(C(F)(F)F)ccc1N1CCOCC1	0	i	i	-2	-2	9	3	31	-9
CCOc1cc(CNC2CCCC2)cc(Cl)c1OCc1ccccc1	2	i	i	-8	-2	56*	-2	-14	-11
